Screening results deposited in PubChem BioAssay by Sanford-Burnham Center for Chemical Genomics.
mouse EphA4 binding – EphA4 ligand-binding antagonists – biochemical, colorimetric, mouse EphA4, primary screen (AID 689). inhibition, % at 10 µM; hits with a dose series show IC50 in µM. EphA4-AP binding to KYL peptide, pNPP A405; higher % means a stronger effect. 62,000 compounds, 0.1% hits; in the data active = a potency from the dose series; inactive = the rest, 99 in 100 with inhibition below about 22%
An asterisk follows results filed as active.

SMILES	mouse EphA4 binding
CC(C)Cc1ccc(C(C)C(=O)O)cc1 (stereo not drawn)	5.0%
CCOc1ccc(S(=O)(=O)N2CCCCCC2)c2ccccc12	-12.9%

An excerpt. The share of hits here may be higher or lower than overall.
